Compound activity from PubChem BioAssay.
N370S GC mod: N370S glucocerebrosidase modulation, Gaucher chaperone candidate; P04062; N370S GC spleen homogenate, 4MU-glucoside fluorescence; Potency, µM (titrated, usually from 59.4 µM), for inactives: top-dose activity change, negative = inhibition, hits mostly inhibitors; 0.092% of 330,000 active;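 also: 0% = full enzyme activity and -100% = no enzyme basal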
TDP1 block: inhibitors of human tyrosyl-DNA phosphodiesterase TDP1. Q9NUW8. recombinant TDP1, AlphaScreen DNA substrate cleavage. Potency, µM (highest dose often 130 µM), for the others: at the top dose activity change, negative = inhibition, actives largely listed as inhibitors. 0.28% of 350,000 active. AID 485290; also: nearly all actives have a fitted effect of over 40% in size
Target sequence (Q9NUW8 whole entry, looked up): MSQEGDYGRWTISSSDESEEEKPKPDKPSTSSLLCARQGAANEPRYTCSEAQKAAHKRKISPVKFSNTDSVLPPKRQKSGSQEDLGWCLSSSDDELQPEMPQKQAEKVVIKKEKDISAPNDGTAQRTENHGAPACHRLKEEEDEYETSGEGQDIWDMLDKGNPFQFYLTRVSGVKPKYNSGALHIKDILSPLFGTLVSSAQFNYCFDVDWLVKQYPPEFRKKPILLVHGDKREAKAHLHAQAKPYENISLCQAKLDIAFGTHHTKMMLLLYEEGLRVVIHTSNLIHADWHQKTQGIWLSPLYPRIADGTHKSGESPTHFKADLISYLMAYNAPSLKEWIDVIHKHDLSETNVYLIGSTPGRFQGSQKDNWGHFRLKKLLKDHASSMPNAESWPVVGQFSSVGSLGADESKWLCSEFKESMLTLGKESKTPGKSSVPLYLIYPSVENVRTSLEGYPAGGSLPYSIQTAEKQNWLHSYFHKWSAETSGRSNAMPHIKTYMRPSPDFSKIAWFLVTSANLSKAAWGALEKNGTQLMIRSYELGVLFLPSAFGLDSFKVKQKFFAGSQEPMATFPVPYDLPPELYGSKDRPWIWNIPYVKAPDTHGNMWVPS
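Enzyme-compound mixtures sat 15 min at room temperature, followed by a 5 min reaction with 15 nM final substrate and 10 min with AlphaScreen beads. Recombinant human Tdp1 was used at 1 nM final.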
FEN1 inh: inhibitors of human flap endonuclease 1; 0.35% of 390,000 active; P39748; Potency, µM (titrated, usually from 114 µM), for inactives: top-dose activity change, negative = inhibition, most hits filed as inhibitors; Recombinant FEN1 flap cleavage, fluorescence, 15 min; also: nearly all actives have a fitted effect of over 65% in size
Target sequence (P39748 whole entry, looked up): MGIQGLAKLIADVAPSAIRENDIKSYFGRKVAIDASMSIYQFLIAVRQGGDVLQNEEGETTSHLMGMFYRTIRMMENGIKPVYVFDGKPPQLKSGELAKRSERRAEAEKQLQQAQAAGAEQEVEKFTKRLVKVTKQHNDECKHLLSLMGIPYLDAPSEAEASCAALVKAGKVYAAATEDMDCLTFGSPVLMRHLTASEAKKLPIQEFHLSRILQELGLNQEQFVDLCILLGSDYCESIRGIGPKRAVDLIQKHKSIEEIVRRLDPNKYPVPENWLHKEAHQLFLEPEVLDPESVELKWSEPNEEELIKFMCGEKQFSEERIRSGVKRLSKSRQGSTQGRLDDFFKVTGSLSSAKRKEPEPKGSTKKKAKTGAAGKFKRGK
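Enzyme 10 nM, 15 min RT preincubation with compound; start with substrate 50 nM final; reads at 0 and 15 min; qHTS titration, four-parameter Hill fit.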
The depositor's hits bear a star; ? = inconclusive; nt = no result given; & = joins results of further samples; [ ] = dose if it differs, or a comment. Calls follow the shape of the dose curve; as a rule, active = well fitted curve in the direction sought with a large enough effect; inconclusive = small, poorly fitted or top-dose-only effect, or another doubt; inactive = no such curve, though single readings can be large; an effect the other way counts as inactive or inconclusive. Unless noted, % is scaled to controls: 0 for no effect and ±100 for the full control effect; potency is read from the fitted curve at half-maximal effect.

Sample of the layout:
N370S GC mod,FEN1 inh,TDP1 block,molecule
-5%,1%,2%,CSc1cccc(NC(=O)CNC(=O)C2CCCCC2)c1
4%,0%,1%,COCCCn1c(=N)c(C(=O)NCC2CCCO2)cc2c(=O)n3ccccc3nc21 (stereo not drawn)

Main list (from the top)
N370S GC mod,FEN1 inh,TDP1 block,molecule
-5%,1%,2%,CSc1cccc(NC(=O)CNC(=O)C2CCCCC2)c1
4%,0%,1%,COCCCn1c(=N)c(C(=O)NCC2CCCO2)cc2c(=O)n3ccccc3nc21 (stereo not drawn)
1%,11%,-4%,c1cnc2c(c1)ncc1cscc12
6%,5%,3%,CCOC(=O)CC(=O)CSC1=C(C#N)C(c2ccccc2OC)CC(=O)N1 (stereo not drawn)
nt,1%,1%,CN(C(=O)Nc1cn(C)c(=O)c2ccccc12)c1ccccc1
-9%,1%,5%,Cc1cc(CNC(=O)COc2ccc(C)c(C)c2)c2ccccc2n1
4%,25%,nt,COc1ccc(CNC(=O)c2cc(C)nn2-c2ccccc2)cc1
-6%,nt,4%,Cc1ccc(CO)cc1
9%,4%,3%,C=CCn1cc(C(=O)NCCCOC)c(=O)c2cc(S(=O)(=O)N(CC)CC)ccc21
-26%,nt,6%[56.1 µM],O=C(/C=C/c1ccc(O)c(O)c1)O[C@@H]1C[C@@](O)(C(=O)O)C[C@H](O)[C@@H]1O
-17%,0%,6%,CCc1ccc(OCc2nnc(SCc3ccc(C(=O)O)cc3)o2)cc1
nt,7%,7%,CC1CCCN(C(=O)Cn2c(=O)n(CC3CCC(C(=O)NC(C)C)CC3)c(=O)c3sccc32)C1 (stereo not drawn)
-1%,-14%,0%,CCOc1ccc(CCNC(=O)c2ccc(N3CCCC3=O)cc2)cc1OCC
-16%,-3%,4%,C=CCn1c(SCC(=O)NC2CCCCC2)nnc1C1CCCCC1
-1%,-11%,nt,CN(C)S(=O)(=O)N(CC(=O)N1CCN(Cc2ccccc2)CC1)c1ccccc1
-4%,-3%,0%,CN(C)C(=O)NC(Nc1cccc([N+](=O)[O-])c1)C(Cl)(Cl)Cl (stereo not drawn)
11%,-4%,-2%,CC(=O)Nc1ccc(S(=O)(=O)N[C@H](C(=O)O)C(C)C)cc1
0%,-3%,5%,COc1cc(C(=O)N2CCN(C(=O)CC(C)C)CC2)cc(OC)c1OC
?,nt,14%[56.1 µM],COc1ccccc1CNc1ncnc2ccc(-c3ccccc3CN(C)C)cc12
-5%,1%,10%,O=C1/C(=C/c2ccc(N3CCOCC3)o2)SC(=Nc2ccccc2)N1CCc1c[nH]c2ccccc12
nt,15%,2%,O=C(c1cc(-c2ccccc2O)on1)N1CCCCC1
-6%,-1%,11%,O=C(CSc1nccn1Cc1ccccc1)Nc1nccs1
-9%,8%,-2%,CCOc1ccccc1C(=O)NCC(=O)NCC1CCCCC1
nt,-8%,-2%,COc1cc(NC(=O)N2CCC(CN3CCc4ccccc4C3)CC2)cc(OC)c1
-8%,-3%,2%,O=C(CCCC(=O)OCC(F)(F)C(F)F)Nc1nccs1
6%,-4%,3%,O=C(CCc1nnc(Cc2ccc(-c3ccccc3)cc2)o1)NCCc1ccccn1
-24%,2%,-2%,CCN(C(=O)CSc1ncnc2sc(C)c(C)c12)C1CCS(=O)(=O)C1 (stereo not drawn)
-27%,7%,4%,COC(=O)c1ccc(Cl)c(NC(=O)CN2CCN(Cc3ccccc3)CC2)c1
-8%,12%,nt,COc1ccc(/C=C2\N=C(C)OC2=O)cc1OC
nt,-8%,-4%[56.1 µM],COc1ccc(NC(=O)CSc2nnnn2C2CC2)cc1S(=O)(=O)N1CCOCC1

Laid out differently: results already given.
Under each structure – N370S GC mod	FEN1 inh	TDP1 block
- CCOc1ccccc1C(=O)NCC(=O)NCC1CCCCC1
→ -9%	8%	-2%
- COc1cc(NC(=O)N2CCC(CN3CCc4ccccc4C3)CC2)cc(OC)c1
→ nt	-8%	-2%
- O=C(CCCC(=O)OCC(F)(F)C(F)F)Nc1nccs1
→ -8%	-3%	2%
- O=C(CCc1nnc(Cc2ccc(-c3ccccc3)cc2)o1)NCCc1ccccn1
→ 6%	-4%	3%

The list goes on:
N370S GC mod,FEN1 inh,TDP1 block,molecule
5%,?,-6%,CS/C(=N\S(=O)(=O)c1cccs1)NC(=O)CSc1nc2ccccc2s1
8%,6%,0%,Cc1ccc(C(=O)NCc2ccccc2)cc1Br
-16%,-3%,7%,Cc1cc(C)n2nc(C(=O)Nc3nccs3)nc2n1
9%,4%&-5%,5%&-5%,COc1ccc(N(CC(=O)NCCc2cccc(C)c2)S(=O)(=O)c2c(C)noc2C)cc1
5%,-6%,nt,O=[N+]([O-])c1ccc(/C=C/c2ccncc2)cc1
-17%,3%,nt,S=C(Nc1ccc(Cl)cc1)NC1CC2CCC(C1)N2Cc1ccccc1 (stereo not drawn)
4%,0%,0%,O=C1CC(N2CCOCC2)C(=O)N1c1ccccc1Cl (stereo not drawn)
2%,-1%,5%,COc1ccc(OCC(=O)OCCNC(=O)c2cccnc2)cc1
-16%,nt,7%,O=C(N[C@H]1CCCc2ccccc21)O[C@@H]1C(=O)c2cc(Br)ccc2O[C@H]1c1ccc2c(c1)OCO2
1%,7%,0%,O=C(c1ccc(N2CCOCC2)cc1)c1cccs1
5%,-19%,7%,COc1ccc(C)cc1S(=O)(=O)Nc1cccc(SC)c1
6%,0%,4%,O=C1C2C3C=CC(C3)C2C(=O)N1c1ccc2c(c1)CCC2 (stereo not drawn)
nt,19%,1%,Cc1cc(C)nc(-n2nc(C)c3c2N(C)C(=O)CC3c2ccc(Cl)cc2)n1 (stereo not drawn)
nt,-3%,-14%,Cn1c(SCC(=O)Nc2sccc2C#N)nnc1C1CC1
1%,-3%,5%,CCOc1ccc(S(=O)(=O)N2CCC(C(=O)NCCc3ccccc3)CC2)cc1
-23%,-6%,5%,CC(=O)Oc1ccc(-c2cccc(C(=O)OCC(=O)N(C)c3ccccc3)c2)cc1
1%,4%,6%,CS(=O)(=O)N1CCN(c2ccc([N+](=O)[O-])cc2C(F)(F)F)CC1
2%,1%,nt,CSc1ncc(C(=O)Nc2cc(C)ccc2C)c(C)n1
1%,-5%,5%,CCCN(CC(=O)Nc1ccccc1C)C(=O)c1ccc(-c2ccccc2)cc1
-12%,-13%,-2%,O=C(Nc1cccc(F)c1)C1CCCN1C(=O)OCc1ccccc1 (stereo not drawn)
15%[12.8 µM],11%,-4%[12.3 µM],CC(=O)[C@H]1[C@H](CCc2ccccc2)NC(=O)N(Cc2ccccc2)[C@@H]1C
22%,-14%,2%,COc1ccccc1CO/N=C/c1cccn1-c1nccc(N(C)C)c1C#N
6%,-15%,-1%,C=CCn1c(SCC(=O)NCc2ccco2)nnc1-c1ccc2ccccc2n1
4%,-8%,5%,Cc1csc(=Nc2ccccc2)n1Cc1ccco1
-7%,0%,0%,COCC1CCN(Cc2nc(-c3ccc4c(c3)OCO4)no2)C1 (stereo not drawn)
nt,-3%,2%,Cc1ccc(C)c(N2CCN(C(=O)CCS(=O)(=O)c3cc(Br)cc4c3N(C(=O)C3CC3)CC4)CC2)c1
27%,-5%,0%,C/C(=N\OC(=O)NC1CCCCC1)c1sc(-c2ccccc2)nc1C
8%,-24%&-17%,-5%,COc1ccc(C(NC(C)=O)c2cc(Cl)c3cccnc3c2O)cc1OC (stereo not drawn)
-18%,-2%,1%,CCOc1cccc2sc(NC(=O)CCS(=O)(=O)c3ccccc3)nc12
?,0%,9%,O=C(Nc1cccnc1)c1ccccc1NS(=O)(=O)c1ccc(F)cc1
nt,0%,3%,CC(C)CCN(Cc1ccco1)C(=O)c1cc2c(Cl)nc3ccccc3c2s1
nt,8%,2%,CSc1nc(N)nc2c1ncn2CC(=O)NCC(c1ccccc1)c1ccccc1
-2%,-11%,7%,O=C(O)c1nn(CC(=O)N2CCN(c3ccccc3)CC2)c(=O)c2ccccc12
0%,-7%,0%,C=CCNC(=O)c1nn2cccnc2c1Cl
2%,0%,2%,CCn1c(-c2ccc(C)cc2)nn(CC(=O)NCCc2ccccc2)c1=S
-9%,nt,2%,Cc1cc(C)c2[nH]c(=O)c(CN(Cc3ccco3)C(=O)c3cccs3)cc2c1
-3%,-9%,nt,O=C(NCCCCc1ccccc1)c1ccc(Br)cc1
2%,2%,-1%,CC(C)N(CCNC(=O)c1cn(C)c2ccc(S(=O)(=O)N(C)C)cc2c1=O)Cc1ccccc1
-3%,-8%,2%,Cc1ccc(NC(=O)CCC(=O)NNS(=O)(=O)c2ccc(Cl)cc2)cc1C
10%,-4%,nt,CC(N=C1NC(C)(C)Cc2ccccc21)C(=O)O (stereo not drawn)
1%,4%,nt,O=Cc1c(NCCN2CCOCC2)c2ccccc2[nH]c1=O
nt,11%,1%,COc1ccc2oc(-c3ccc(C)c(NC(=O)Cc4ccc(Cl)cc4)c3)nc2c1
23%,6%,-3%,COc1ccc(C(C)=O)cc1CSc1nc(C)cc(C)n1
-4%[12.8 µM],nt,9%[21 µM],CCOC(=O)CCN1C(=O)[C@H]2[C@H]3[C@H](O)[C@H](O)C/C(=N/OCC(C)C)[C@H]3CC[C@@H]2C1=O
nt,5%,8%,COc1ccc(-c2noc(N3CCC(C(=O)Nc4cccc(C)c4C)CC3)n2)cc1
-2%,-1%,nt,CC(=O)/C(N=Nc1ccc(OC(F)(F)F)cc1)=C(\C)O
1%,nt,5%,O=C(Nc1ccc(F)cc1)C1=CC(=O)N2CCN=C2S1
-3%,-21%,nt,COc1ccc(-c2nc(CS(=O)(=O)CC(=O)NCc3cccc(OC)c3OC)c(C)o2)cc1
-27%[2.35 µM],-10%,8%,CN(C)c1ccc(/C(=N\O)C(F)(F)F)cc1
5%,-14%,8%,CCNS(=O)(=O)c1ccc2c(c1)NCC2
1%,0%,5%,Cc1ccc(C(=O)Nc2cccnc2)cc1S(=O)(=O)N1CCCCCC1
3%,38%[activator],4%,C/C(=C/c1ccccc1)C(=O)N1CCN(c2ccccc2)CC1
-7%,3%,-13%,O=C(NCC(c1ccc(F)cc1)N1CCOCC1)c1cccnc1Sc1ccccc1 (stereo not drawn)
-5%,8%,nt,O=[N+]([O-])c1ccc(CN2CCC(Cc3ccccc3)CC2)cc1
4%,9%,3%,Cc1cccc(NC(=O)c2ccc(OCC3CCCO3)cc2)c1C (stereo not drawn)
nt,-20%,4%,Cc1ccc(-n2ncc(C(=O)NCc3cccs3)c2C2CCN(C(=O)OC(C)(C)C)CC2)cc1
15%,2%,-3%,Cc1cccc(C)c1OCc1nc2ccccc2c(=O)n1/N=C/c1ccc(OCC(=O)O)cc1
2%,-18%,2%,Cc1cc(C(=O)N(C)C2CCCCC2)no1
20%,-19%,2%,CCOC(=O)COc1c(OC)cc(Cl)cc1C1Nc2ccccc2C(=O)N1c1cccc(C)c1 (stereo not drawn)
10%,-4%,-1%,Cc1ccc(-n2cc(C(=O)c3ccc4ccccc4c3O)cn2)cc1

Copied from the list:
TDP1 block result of CC(C)CCN(Cc1ccco1)C(=O)c1cc2c(Cl)nc3ccccc3c2s1 → 3%
TDP1 block result of COc1ccc2oc(-c3ccc(C)c(NC(=O)Cc4ccc(Cl)cc4)c3)nc2c1 → 1%
TDP1 block result of Cc1cc(C)c2[nH]c(=O)c(CN(Cc3ccco3)C(=O)c3cccs3)cc2c1 → 2%
FEN1 inh result of Cc1cccc(C)c1OCc1nc2ccccc2c(=O)n1/N=C/c1ccc(OCC(=O)O)cc1 → 2%
FEN1 inh result of COc1ccc(C(C)=O)cc1CSc1nc(C)cc(C)n1 → 6%

(listing goes on)
N370S GC mod,FEN1 inh,TDP1 block,molecule
nt,-6%,8%,CCOC(=O)c1[nH]c(C)c(CCC(=O)N2CCN(c3ccccc3)CC2)c1C
16%,-4%,0%,Cc1cccc(-n2ncc3c(NCc4cccs4)ncnc32)c1
12%,2%,4%,O=c1c(Cl)c(N2CCCCC2)cnn1-c1nc2ccccc2[nH]1
12%,-7%,0%,Cc1sc2ncnc(SCC(=O)N3c4ccccc4Sc4ccc(Cl)cc43)c2c1C
?,14%,nt,COc1ccc(OC)c(CN2CCN(Cc3cc(=O)oc4cc(O)ccc34)CC2)c1
4%,-12%,3%,COc1ccc(N(CC(=O)N/N=C/c2ccc(OC3CSC3)cc2)S(=O)(=O)c2ccccc2)cc1
nt,-1%,1%,COc1cccc(CN(C)C(=O)C2CCN(S(=O)(=O)c3ccc(C)cc3)CC2)c1OC
nt,9%,3%,CCOc1ccc2nc(N3CCN(C(=O)CS(=O)(=O)c4ccc(F)cc4)CC3)sc2c1
-16%,8%,6%,COc1ccc(N2CCN(CCNC(=O)c3c(C)cc(=O)oc3C)CC2)cc1
-8%,0%,nt,O=[N+]([O-])c1cccc(S(=O)(=O)NCC2CC3CCC2C3)c1 (stereo not drawn)
7%,-9%,5%,Cc1ccc2cc(C(c3nnnn3CC3CCCO3)N3CCc4ccccc4C3)c(=O)[nH]c2c1 (stereo not drawn)
12%,1%,5%,COc1ccccc1/C=C/C(=O)Nc1ccc(N2CCOCC2)cc1
-12%,11%,2%,O=C(NCc1cccnc1)Nc1ccc(Br)cc1Cl
-10%,-14%,1%,NC1=NC(=O)C2(COC(c3ccccc3Cl)OC2)S1 (stereo not drawn)
